# Compound activity from PubChem BioAssay.
# Growth percent in the NCI-60 one-dose screen (48 h, 10 µM unless noted): 100 = growth as untreated, 0 = no growth, -100 = all killed.
# BT-549 – BT-549 breast cancer; 4.4% of 78,000 active
# K-562 – K-562 leukemia; 7.4% of 78,000 active; AID 1794777
# MDA-MB-231 – MDA-MB-231 breast cancer | 5% of 81,000 active
# SR – SR leukemia cells; AID 1794780; 8.7% of 73,000 active
# MDA-MB-468 – MDA-MB-468 breast cancer | 8.5% of 78,000 active | AID 2202374
# MDA-MB-435 – MDA-MB-435 melanoma. AID 1794794. 7.8% of 82,000 active
# MCF7 – MCF7 breast cancer; 6.3% of 82,000 active
# MOLT-4 – MOLT-4 leukemia cells. 6.9% of 80,000 active. AID 1794779
# Numbers without * were called inactive; x = no result given; & = joins results of further samples; [ ] = another dose, or the depositor's remark. How the source made its calls: active means growth percent below 10; inactive means the rest.
no.	Molecule	BT-549	K-562	MDA-MB-231	SR
1	CCOC(=O)c1cn(CC(=O)c2ccccc2)c2nc(NCc3ccc(OC)c(OC)c3)nn2c1=O	110	91	83	83
2	Nc1nc(N)c(-c2ccc(Cl)c(Cl)c2)c(CBr)n1	60	37	82	62
3	CC1CN(CCCCO)CCN1 (centres undefined)	80	105	101	124
4	COC(=O)/C=C/c1cc(OC(C)=O)c2c(c1)C(C(=O)OC)C(c1ccc(OC(C)=O)c(OC(C)=O)c1)O2 (centres undefined)	-4.1*	6.9*	16	8.6*
5	CNS(=O)(=O)c1cc(Br)ccc1Br	83	90	87	84
6	C=CC[Si](CC=C)(OCC)OCC	115	105	105	x
7	COc1cc(/C=C2\CN(C(=O)OC(C)(C)C)C/C(=C\c3ccc(O)c(OC)c3)C2=O)ccc1O	85	80	86	80
8	N#CC1(C(N)=O)OC12CCS(=O)(=O)c1ccccc12 (centres undefined)	103	108	106	112
9	CCOC(=O)C(N=Nc1nn[nH]n1)C(C)=O (centres undefined)	x	119	106	106
10	FC(F)(F)c1ccc2nc(-c3nnc(-c4ccccc4)o3)c(Cl)nc2c1	123	107	103	102

no.	MDA-MB-468	MDA-MB-435	MCF7	MOLT-4
1	105	104	94	88
2	84	50	77	61
3	105	98	84	105
4	36	-26*	10	15
5	91	108	104	80
6	107	101	96	112
7	100	99	86	47
8	106	118	116	112
9	98	103	118	105
10	102	102	94	108

# (continued)
no.	Molecule	BT-549	K-562	MDA-MB-231	SR
11	N#C/C(=C\c1ccc[nH]1)c1cc(-c2ccc(Cl)cc2)nn1-c1ccccc1	112	23	64	x
12	CCCc1cc(=O)n2c(C(=O)Nc3ccc(F)cc3)c(C(=O)Nc3ccc(F)cc3)sc2n1	78[30 µM]	75[30 µM]	44[30 µM]	53[30 µM]
13	CCOC(=O)CCCOc1ccc(/C=C2\CC/C(=C\c3ccc(OCCCC(=O)OCC)cc3)C2=O)cc1	117	106	111	105
14	COC1OC(=O)c2ccccc21 (centres undefined)	100	97	99	92
15	CC1(C)CC2(OC2c2ccccc2[N+](=O)[O-])C(=O)c2ccccc21 (centres undefined)	108	69	110	80
16	c1ccc(-c2nc(N3CCOCC3)c3c4c(sc3n2)CCCC4)cc1	86	85	93	85
17	C/C(O)=C(/C=N/C(=S)Nc1ccccc1)C(=O)Nc1ccccc1C	107	100	100	92
18	COc1nc2ccc(C)cc2cc1Cc1cc(-c2ccccc2)n[nH]c1=O	91	83	83	83
19	CC(=O)Oc1ccccc1C(=O)Nc1ccc(C(=O)/C=C/c2ccccc2)cc1	117	96	106	95
20	C#CCOc1cccc(Nc2ncnc3cc(NC(=O)CCl)ccc23)c1	-55*	-43*	-79*	-48*

no.	MDA-MB-468	MDA-MB-435	MCF7	MOLT-4
11	17	43	25	39
12	x	83[30 µM]	63[30 µM]	98[30 µM]
13	105	110	97	102
14	97	105	103	99
15	78	78	110	76
16	104	97	84	86
17	100	111	95	97
18	92	102	82	62
19	104	95	93	105
20	-53*	-75*	-16*	-35*

# Further entries
no.	Molecule	BT-549	K-562	MDA-MB-231	SR
21	COC1CC(O)C2=C(CC3C(/C(C)=C\CC=C(C)C)CCC3(C)O2)C1=O (centres undefined)	107	97	115	86
22	Fc1cccc(-c2nc(-c3c[nH]c4ncccc34)cs2)c1	66[100 µM]	94[100 µM]	45[100 µM]	84[100 µM]
23	O=C1NC(=O)C(c2ccccc2)(c2ccccc2)N1	113&92	109&100	117&99	96
24	N#Cc1c(-c2cccs2)cc(-c2ccc(F)cc2)[nH]c1=O	99	107	110	114
25	OCc1ncccc1O	114&110	99&107	99&111	97&116
26	CCCCOc1ccc(OCCN2CCN(C(=O)OCC)CC2)cc1	88	66	92	76
27	COc1cccc(/C=N\Nc2ccc([N+](=O)[O-])cn2)c1OC	105	103	97	92
28	Cc1nc2ccc(Nc3nc(N4CCOCC4)nc(N4CCN(C)CC4)n3)cc2n1Cc1ccccc1	66	29	69	25
29	CN1CCc2c(sc3ncnc(N/N=C/c4ccc(Cl)c(Cl)c4)c23)C1	42	27	14	-23*
30	COc1ccc(-c2nc(SCC(=O)c3ccc(-c4ccccc4)cc3)[nH]c(=O)c2C#N)cc1	94	92	89	86

no.	MDA-MB-468	MDA-MB-435	MCF7	MOLT-4
21	109	109	99	92
22	29[100 µM]	50[100 µM]	45[100 µM]	72[100 µM]
23	101&102	119&105	100&108	122&93
24	114	104	93	110
25	107	94&94	102&87	105&108
26	85	104	99	75
27	100	101	83	95
28	67	91	83	x
29	-27*	12	-47*	27
30	91	91	89	96

# An excerpt of these results, field by field.
(24) N#Cc1c(-c2cccs2)cc(-c2ccc(F)cc2)[nH]c1=O
- BT-549: 99
- K-562: 107
- MDA-MB-231: 110
- SR: 114
- MDA-MB-468: 114
- MDA-MB-435: 104
- MCF7: 93
- MOLT-4: 110
(25) OCc1ncccc1O
- BT-549: 114&110
- K-562: 99&107
- MDA-MB-231: 99&111
- SR: 97&116
- MDA-MB-468: 107
- MDA-MB-435: 94&94
- MCF7: 102&87
- MOLT-4: 105&108

# Limited to MDA-MB-468 and MDA-MB-231, for 2 of the compounds above:
no.	molecule	MDA-MB-468	MDA-MB-231
3	CC1CN(CCCCO)CCN1 (centres undefined)	105	101
9	CCOC(=O)C(N=Nc1nn[nH]n1)C(C)=O (centres undefined)	98	106

# (list continues)
no.	Molecule	BT-549	K-562	MDA-MB-231	SR
31	CCOc1ccc(-c2nc3ccccc3s2)cc1OCC	45	58	79	21
32	COc1cc2oc(-c3cccc(C(=O)Nc4ccc(Cl)cc4)c3)cc(=O)c2c(OCCNC(=O)[C@H](CCC(=O)OC(C)(C)C)NC(=O)OC(C)(C)C)c1OC	100	81	85	73
33	COc1ccc(/C=C\c2cc(OC)c(OC)c(OC)c2)cc1OCCCCOc1cc(-c2nc3ccccc3s2)ccc1OC	101	x	75	x
34	COc1cc(/C=C2\COc3ccc(-c4ccccc4)cc3C2=O)cc(OC)c1	75	x	95	58
35	N#Cc1c(-c2c(Cl)cccc2Cl)[nH]c(=S)[nH]c1=O	94	96	121	89
36	CCCCCCCCCCCl	103	102	114	109
37	N#C/C(=C\c1ccc(-c2ccccc2Cl)o1)c1nc2ccccc2c(=O)[nH]1	108	95	89	120
38	N#Cc1ccc([N+](=O)[O-])cc1OCCN1CCOCC1	99	107	99	115
39	COc1ccc(OC)c([N+](=O)[O-])c1[N+](=O)[O-]	105	101	99	89
40	Cc1nn(-c2ccccc2)c2nc(C)n(/N=C/c3ccccc3O)c(=O)c12	103	80	98	x

no.	MDA-MB-468	MDA-MB-435	MCF7	MOLT-4
31	65	104	73	48
32	105	100	83	72
33	83	86	70	x
34	69	66	57	31
35	100	101	100	94
36	109	108	97	91
37	110	102	99	103
38	120	111	100	103
39	108	97	103	100
40	91	94	90	92

# Remaining list, next part
no.	Molecule	BT-549	K-562	MDA-MB-231	SR
41	C=C1C(=O)O[C@H]2[C@H]1CC/C(COC(=O)C(=O)c1c[nH]c3ccc(Cl)cc13)=C\CC[C@@]1(C)O[C@@H]21	-87*	2.9*	-75*	1.1*
42	CCSc1nnc(-c2cnn(CC(O)c3ccccc3)c2N)n1-c1ccccc1 (centres undefined)	111	91	100	92
43	N#CC1=C(c2c[nH]c3ccccc23)Nc2nc(N)[nH]c(=O)c2C1c1ccc(Cl)cc1 (centres undefined)	29	99	63	48
44	COC(=O)Cc1[nH]c(=S)[nH]c1C(=O)OC	76	102	110	98
45	CCOC(=O)c1c(-c2ccc(N(C)C)cc2)c(C#N)c(=O)n(-c2cccc(C(F)(F)F)c2)c1N	110	85	105	84
46	Cc1ccc(S(=O)(=O)C/C(=N/Nc2ccc(S(N)(=O)=O)cc2)c2cc3ccccc3oc2=O)cc1	90	105	101	115
47	COc1ccc(C2CC(c3ccc(N4CCOCC4)cc3)=NN2c2nc(-c3ccc(Cl)cc3)c(C#N)c(N3CCOCC3)n2)cc1OC (centres undefined)	108	94	102	86
48	C=C(C)[C@@H]1CC[C@]2(C(=O)N3CCN(C)CC3)CC[C@]3(C)[C@H](CC[C@@H]4[C@@]5(C)C/C(=C/c6ccncc6)C(=O)C(C)(C)[C@@H]5CC[C@]43C)[C@@H]12	66	21	74	9.4*
49	COc1ccc(-c2cc(-c3cc(OC)c(OC)c(OC)c3)c(C#N)c(N3CCOCC3)n2)cc1O	48	2.4*	50	x
50	CN(C)C1CCN(Cc2ccccc2)CC1	89	99	108	89

no.	MDA-MB-468	MDA-MB-435	MCF7	MOLT-4
41	-67*	-96*	-32*	-12*
42	113	104	90	89
43	56	88	65	85
44	x	103	93	119
45	89	89	89	93
46	105	98	95	112
47	78	90	88	98
48	56	56	19	3.2*
49	77	28	36	55
50	105	100	80	100

# (continued)
no.	Molecule	BT-549	K-562	MDA-MB-231	SR
51	C=C(c1ccc(C(=O)O)cn1)c1cc2c(cc1C)C(C)(C)CCC2(C)C	86	92	94	83
52	CC(C)N1C(=O)/C(=c2\sc3n(c2=O)NC2C(N=3)N(C)C(=O)N2C)c2ccccc21 (centres undefined)	107	86	95	89
53	Cc1c2c(c(C)c3c1oc1ccc(O)cc13)C(=O)N(N)C2=O	69	81	77	50
54	Fc1ccccc1-c1nc(C(Cl)Cl)nc2cc(-c3ccccc3)nn12	94	72	59	71
55	Nc1nc(N)c2nc(CNc3ccc(C(=O)NC(CC(=O)O)C(=O)O)cc3)cnc2n1 (centres undefined)	60	36	111	39
56	CC(C)[C@H](N)C(=O)O	110	110	98	90
57	CCN(CC)C(=O)c1c2c(n3ccccc13)C(=O)c1ncccc1C2=O	81	99	98	68
58	CC1=C(C)C[C@]2(Cc3ccc(C)cc3C2=O)S(=O)C1 (some centres undefined)	101	50	102	95
59	CCC1=Cc2cccc(OC)c2OC12C=Cc1cccc(OC)c1O2 (centres undefined)	88	31	89	35
60	CC(=O)c1ccc(NC(=O)CSc2nnc(-c3cc(-c4ccc(S(N)(=O)=O)cc4)nc4ccccc34)n2-c2ccccc2)cc1	90	73	87	52

no.	MDA-MB-468	MDA-MB-435	MCF7	MOLT-4
51	92	93	66	96
52	106	71	85	104
53	89	78	59	23
54	58	73	66	92
55	72	52	30	43
56	107	104	110	99
57	94	93	70	53
58	36	89	78	90
59	66	85	69	60
60	96	88	80	90

# Next records:
no.	Molecule	BT-549	K-562	MDA-MB-231	SR
61	Cc1ccc(C(=O)c2ccc(CC(=O)N=Nc3c(O)[nH]c4ccc(Br)cc34)n2C)cc1	100	84	88	101
62	Cc1ccc(S(=O)(=O)Nc2ccc(-c3cc(-c4ccccc4F)c(C#N)c(N)n3)cc2)cc1	64	57	74	67
63	CN(O)c1nc(N(C)O)[nH]c(=O)n1	107	97	96	97
64	COc1cc(/C=C2/Oc3c(c(OC)c4ccoc4c3CN3CCOCC3)C2=O)ccc1O	96	100	98	96
65	O=C(O)c1cn(C2CC2)c2cc(N3CCN(C(=O)CCCN4C(=O)CSC4=O)CC3)c(F)cc2c1=O	x	106	90	106
66	CC1(C)CC(=O)c2c(nn(-c3ccc(Br)cc3)c2-c2cn(-c3ccccc3)nc2-c2cccnc2)C1	87	84	90	112
67	O=C(Cc1ccccn1)c1ccccc1	84	x	99	x
68	COc1ccc(-c2cc(-c3cccnc3)nc(OCC#N)c2C#N)cc1OC	94	86	77	82
69	Cc1nc(Nc2ccc(NC(=O)Nc3ccccc3)cc2)c2ccccc2n1	106	97	95	99
70	OC(CCN1CC2CCC(CC2)C1)(Cc1ccccc1)c1ccco1 (centres undefined)	112&111	92&80	121&87	87&97
71	CN(C)C(C)(CO)CO	100	95	101	84
72	CCCCN1C(=O)c2cccc3c(-c4ccc5c(c4)ncn5C4CCCCC4)ccc(c23)C1=O	99	86	108	91

no.	MDA-MB-468	MDA-MB-435	MCF7	MOLT-4
61	97	99	87	86
62	60	95	49	73
63	81	111	100	85
64	109	108	92	93
65	98	105	101	118
66	107	105	75	82
67	91	103	104	116
68	102	95	94	92
69	120	108	95	93
70	104&98	80&76	108&105	93&86
71	111	105	114	99
72	101	109	97	95

# Part of the list above, with each value named:
53) Cc1c2c(c(C)c3c1oc1ccc(O)cc13)C(=O)N(N)C2=O
  BT-549: 69
  K-562: 81
  MDA-MB-231: 77
  SR: 50
  MDA-MB-468: 89
  MDA-MB-435: 78
  MCF7: 59
  MOLT-4: 23
54) Fc1ccccc1-c1nc(C(Cl)Cl)nc2cc(-c3ccccc3)nn12
  BT-549: 94
  K-562: 72
  MDA-MB-231: 59
  SR: 71
  MDA-MB-468: 58
  MDA-MB-435: 73
  MCF7: 66
  MOLT-4: 92
55) Nc1nc(N)c2nc(CNc3ccc(C(=O)NC(CC(=O)O)C(=O)O)cc3)cnc2n1 (centres undefined)
  BT-549: 60
  K-562: 36
  MDA-MB-231: 111
  SR: 39
  MDA-MB-468: 72
  MDA-MB-435: 52
  MCF7: 30
  MOLT-4: 43

# Pulled by structure from above, four records:
no.	Molecule	BT-549	K-562	MDA-MB-231	SR
67	O=C(Cc1ccccn1)c1ccccc1	84	x	99	x
62	Cc1ccc(S(=O)(=O)Nc2ccc(-c3cc(-c4ccccc4F)c(C#N)c(N)n3)cc2)cc1	64	57	74	67
65	O=C(O)c1cn(C2CC2)c2cc(N3CCN(C(=O)CCCN4C(=O)CSC4=O)CC3)c(F)cc2c1=O	x	106	90	106
72	CCCCN1C(=O)c2cccc3c(-c4ccc5c(c4)ncn5C4CCCCC4)ccc(c23)C1=O	99	86	108	91

no.	MDA-MB-468	MDA-MB-435	MCF7	MOLT-4
67	91	103	104	116
62	60	95	49	73
65	98	105	101	118
72	101	109	97	95

# Compounds as they come, and some 15% of all compounds hit somewhere here.
